# Vif-APOBEC3F blk: inhibitors of Vif-A3F interaction; AID 602313; 390,000 compounds, 0.2% hits; HeLa A3F-eYFP + Vif (tagged APOBEC3F with the HIV-1 protein that degrades it), YFP fluorescence increase; Potency, µM (series often up to 46.1 µM), without a hit: at the highest dose activity, negative = active; also: potency is read from the fitted curve at half-maximal effect; % of control where 0% means no effect; nearly all actives have a fitted effect of over 65% in size
#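 HeLa cells stably expressing A3F-eYFP plus Vif, plated and incubated overnight at 37 deg C, then exposed to compounds overnight at 37 deg C. Blocked degradation read as raised yellow fluorescence (Ex 488/Em 500-530).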
# Vif-APOBEC3G blk: inhibitors of Vif-APOBEC3G interaction | HeLa A3G-eYFP + Vif (tagged APOBEC3G with the HIV-1 protein that degrades it), YFP fluorescence, overnight | Potency, µM (doses to about 46.1 µM), inactives show at the highest dose activity, negative = active, actives largely listed as inhibitors | 410,000 compounds, 0.076% hits | AID 602310;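 also: potency is read from the fitted curve at half-maximal effect; % is scaled to controls: 0 for no effect and ±100 for the full control effect; nearly all actives have a fitted effect of over 60% in size; hits raise eYFP signal because A3G escapes Vif-driven loss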
#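 Read-out is eYFP fluorescence (Ex 488/Em 500-530) from Vif-expressing HeLa A3G-eYFP cells; more signal means A3G escaped Vif-mediated degradation. Cells plated overnight, compound pinned in, incubated overnight at 37 deg C.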
# TrxR1 substrate: substrates of rat thioredoxin reductase 1. 390,000 compounds, 0.01% hits. AID 588456. O89049. Potency, µM (top dose mostly 114 µM), inactives show top-dose activity change, negative = substrate turnover. purified TrxR1 substrate turnover, NADPH consumption readout; also: potency is read from the fitted curve at half-maximal effect; % is scaled to controls: 0 for no effect and ±100 for the full control effect; nearly all actives have a fitted effect of over 50% in size
#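 Rat TrxR1, dispensed at 90 nM, was prereduced with 400 uM NADPH (final) for 5 min at ~22 deg C, then incubated with compound 15 min before 400 uM selenite. A first-read NADPH fluorescence drop versus no-compound background flagged substrates.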
# mIDH1 inhibitor: human IDH1 R132H inhibition. O75874. IDH1-R132H enzyme, NADPH consumption, diaphorase/resazurin fluorescence. Potency, µM (highest dose often 76.6 µM), for inactives: top-dose activity change, negative = inhibition, most hits filed as inhibitors. 390,000 compounds, 0.093% hits. AID 602179; also: potency is read from the fitted curve at half-maximal effect; % is scaled to controls: 0 for no effect and ±100 for the full control effect; nearly all actives have a fitted effect of over 65% in size
#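 IDH1-R132H (0.5 ug/mL) preincubated 30 min with compound, then NADPH (0.016 mM) and alpha-KG (2 mM) added; 80 min at RT, pH 7.5. Remaining NADPH coupled via diaphorase/resazurin to fluorescence (540/590 nm); concentration-response curves normalized to no-enzyme control.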
# RGS4 inh: human RGS4 inhibition | P49798 | Transcreener GDP fluorescence polarization, RGS4-accelerated GTP hydrolysis | Potency, µM (series often up to 114 µM), for inactives: top-dose activity change, negative = inhibition, actives largely listed as inhibitors | 390,000 compounds, 0.039% hits; also: potency is read from the fitted curve at half-maximal effect; % is scaled to controls: 0 for no effect and ±100 for the full control effect; nearly all actives have a fitted effect of over 75% in size; some results filed as inactive show a strong effect at the top dose
# Target sequence (P49798 whole entry, looked up): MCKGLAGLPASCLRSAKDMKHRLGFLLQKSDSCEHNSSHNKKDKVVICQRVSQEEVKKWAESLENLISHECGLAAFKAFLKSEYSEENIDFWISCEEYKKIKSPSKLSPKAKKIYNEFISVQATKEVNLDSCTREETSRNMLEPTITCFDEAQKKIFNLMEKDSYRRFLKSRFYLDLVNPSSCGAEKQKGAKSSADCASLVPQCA
#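 MLSMR compounds (23 nl, pin-transferred) preincubated 10 min at room temperature with a 500nM (2x) first reagent, then RGS4 at 900nM (2x) plus Transcreener GDP mix added; fluorescence polarization (620/688 nm) read before and after 90 min at 30 °C.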
# TrxR1 inh: inhibitors of rat thioredoxin reductase 1. recombinant rTrxR1, NADPH fluorescence consumption, selenite substrate. Potency, µM (doses to about 114 µM), inactives show at the highest dose activity change, negative = inhibition, most hits filed as inhibitors. 390,000 compounds, 1% hits. AID 588453; also: potency is read from the fitted curve at half-maximal effect; % is scaled to controls: 0 for no effect and ±100 for the full control effect; nearly all actives have a fitted effect of over 65% in size
#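 Rat TrxR1 (90 nM in the dispensed reagent) was pre-reduced with 400 uM NADPH for 5 min at room temperature, then incubated with compound for 15 min. After 400 uM selenite was added, NADPH fluorescence (Ex 340/Em 450 nm) was followed for 8 min.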
# GRP78 ERSR act: inducers of ER stress response in human glioma cells; U87-MG GRP78 promoter luciferase reporter, 16 h; AID 602332; 420,000 compounds, 0.02% hits; Potency, µM, inactives show at the highest dose activation, usual class: activators; also: potency is read from the fitted curve at half-maximal effect; series mostly up to about 76 µM; % of control where 0% means no effect; nearly all actives have a fitted effect of over 35% in size
#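 Stably transfected U87-MG human glioma cells carrying a GRP78-based luminescent sensor were seeded at 1000 cells/well, pin-dosed with compounds and incubated 16 h. Luciferase reagent was then added, and end-point luminescence was read after 10 min at room temperature.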
# USP1-UAF1 inh: USP1/UAF1 (human) deubiquitinase inhibition; O94782; recombinant USP1/UAF1, Ub-Rhodamine cleavage fluorescence; Potency, µM (series often up to 57.1 µM), inactives show at the highest dose activity change, negative = inhibition, most hits filed as inhibitors; 390,000 compounds, 0.23% hits; also: potency is read from the fitted curve at half-maximal effect; % is scaled to controls: 0 for no effect and ±100 for the full control effect; nearly all actives have a fitted effect of over 60% in size; inactives centre near -12
# Target sequence (O94782 whole entry, looked up): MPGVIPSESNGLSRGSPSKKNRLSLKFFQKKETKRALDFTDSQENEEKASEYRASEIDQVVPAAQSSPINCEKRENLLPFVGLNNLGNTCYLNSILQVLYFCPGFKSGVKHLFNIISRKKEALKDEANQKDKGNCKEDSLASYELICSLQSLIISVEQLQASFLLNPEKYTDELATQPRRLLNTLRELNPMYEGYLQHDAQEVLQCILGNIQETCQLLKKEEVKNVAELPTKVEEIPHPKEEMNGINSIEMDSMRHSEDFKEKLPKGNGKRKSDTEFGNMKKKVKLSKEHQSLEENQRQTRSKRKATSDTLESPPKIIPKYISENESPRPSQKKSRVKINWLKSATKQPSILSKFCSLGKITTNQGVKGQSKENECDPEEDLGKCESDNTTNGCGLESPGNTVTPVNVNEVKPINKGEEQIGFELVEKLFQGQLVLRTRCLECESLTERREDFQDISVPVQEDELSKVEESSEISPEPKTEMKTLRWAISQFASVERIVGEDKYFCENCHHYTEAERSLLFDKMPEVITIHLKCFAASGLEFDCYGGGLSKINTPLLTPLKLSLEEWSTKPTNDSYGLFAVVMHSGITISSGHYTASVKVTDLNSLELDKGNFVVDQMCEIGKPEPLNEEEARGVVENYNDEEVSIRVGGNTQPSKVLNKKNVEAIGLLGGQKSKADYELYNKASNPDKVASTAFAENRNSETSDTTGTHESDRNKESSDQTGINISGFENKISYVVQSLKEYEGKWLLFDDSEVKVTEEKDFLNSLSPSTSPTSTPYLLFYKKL
#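 USP1/UAF1 complex (1 nM) preincubated 15 min at room temperature with compound, then Ub-Rho substrate (150 nM final) added. Kinetic fluorescence at 480/540 nm over 6 reads at 60 s intervals; 50 mM HEPES pH 7.8, 0.5 mM EDTA, 0.1 mg/ml BSA, 1 mM TCEP, 0.01% Tween-20.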
# LDHA inh: inhibitors of human lactate dehydrogenase A. P00338. purified LDHA, NADH/diaphorase-resazurin fluorescence; active compounds read low. activity change, % (values are at about 110 or 230 µM). 480,000 compounds, 0.15% hits. AID 1347041; in the data active = activity change below about -30%; inconclusive = mostly about -25% to -30%;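 also: plate controls were DMSO wells for no effect and wells without enzyme for full effect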
#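 Remaining NADH was detected by diaphorase (0.133 mg/mL) converting 37 µM resazurin to fluorescent resorufin, read at 0 and 20 minutes. The preceding 5-minute room-temperature reaction used 2 nM LDHA, 0.2 mM sodium pyruvate and 0.06 mM NADH at pH 7.4.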
# The depositor's hits bear a star; ? = inconclusive; [ ] = remark or other dose. Unless noted, calls follow the shape of the dose curve; as a rule, active = well fitted curve in the direction sought with a large enough effect; inconclusive = small, poorly fitted or top-dose-only effect, or another doubt; inactive = no such curve, though single readings can be large; an effect the other way counts as inactive or inconclusive.
SMILES,Vif-APOBEC3F blk,Vif-APOBEC3G blk,TrxR1 substrate,mIDH1 inhibitor,RGS4 inh,TrxR1 inh,GRP78 ERSR act,USP1-UAF1 inh,LDHA inh
CCOC(=O)CCSc1nc(-c2ccc3c(c2)OCO3)cc(C(F)(F)F)c1C#N,-5%,-4%,58%[activator],6%,12%,25%,1%,-18%,-5
COc1ccc(CCNC(=O)CCCc2ccccc2)cc1OC,-1%,-9%,6%,-11%,-16%[56.9 µM],25%,-1%,-23%,-2
Cc1ccsc1C(=O)NCCc1ccc(S(N)(=O)=O)cc1,6%,-4%,7%,-1%,6%,18%,2%,-8%,-2
CN(CC(=O)Nc1ccc(Cl)c(Cl)c1)C(=O)C1CCC1,-7%,-1%,7%[57.1 µM],0%,-10%,9%[57.1 µM],-2%,-19%,-4
O=c1oc2ccccc2n1Cc1cccc(C(F)(F)F)c1,7%,0%,4%[57.1 µM],4%,-8%,1%[57.1 µM],-5%,-7%,4
COc1cc(/C=C/C(=O)OCC(=O)Nc2cc(S(=O)(=O)N3CCCCC3)ccc2C)ccc1O,10%,-2%,3%[57.1 µM],2%,-16%,-2%[57.1 µM],-3%,-2%,-10
CC(=O)Nc1c(C)cc(OCC(=O)O)cc1C,-13%,0%,0%,-2%,-16%,20%,-3%,0%,-1
CC(=O)Oc1ccc(C(=O)[C@H]2[C@H]3C(=O)N(c4ccccc4)C(=O)[C@H]3[C@@H]3C=CC=NN32)cc1,-7%,1%,-7%,?,-45%,11µM*,-1%,-8%,10
CC/C(CC(C)(C)c1ccccc1)=N\O,0%,-1%,1%,10%,3%,17%,-4%,-10%,-5
CNC(=O)COC(=O)c1cc2c(s1)CCCC2,?,1%,-2%[57.1 µM],0%,11%,11%[57.1 µM],-4%,-18%,-3
Cc1ccccc1OCC(=O)N/N=C/c1sc(=O)n(Cc2cccc(C(=O)O)c2)c1Cl,-23%,-4%,7%,5%,-29%,?,-1%,-17%,7
CN(C)Cc1cc(CCNC(=O)c2ccc(Cl)cc2)ccc1O,7%,-5%,6%,12%,-12%,14%[57.1 µM],-3%,-21%,-4

# By substructure: the entries above with a Cl atom (three)
SMILES,Vif-APOBEC3F blk,Vif-APOBEC3G blk,TrxR1 substrate,mIDH1 inhibitor,RGS4 inh,TrxR1 inh,GRP78 ERSR act,USP1-UAF1 inh,LDHA inh
CN(CC(=O)Nc1ccc(Cl)c(Cl)c1)C(=O)C1CCC1,-7%,-1%,7%[57.1 µM],0%,-10%,9%[57.1 µM],-2%,-19%,-4
Cc1ccccc1OCC(=O)N/N=C/c1sc(=O)n(Cc2cccc(C(=O)O)c2)c1Cl,-23%,-4%,7%,5%,-29%,?,-1%,-17%,7
CN(C)Cc1cc(CCNC(=O)c2ccc(Cl)cc2)ccc1O,7%,-5%,6%,12%,-12%,14%[57.1 µM],-3%,-21%,-4

# One compound at a time, from the list above:
# CN(C)Cc1cc(CCNC(=O)c2ccc(Cl)cc2)ccc1O is listed as Vif-APOBEC3F blk: 7%; Vif-APOBEC3G blk: -5%; TrxR1 substrate: 6%; mIDH1 inhibitor: 12%; RGS4 inh: -12%; TrxR1 inh: 14%[57.1 µM]; GRP78 ERSR act: -3%; USP1-UAF1 inh: -21%; LDHA inh: -4
# O=c1oc2ccccc2n1Cc1cccc(C(F)(F)F)c1 is listed as Vif-APOBEC3F blk: 7%; Vif-APOBEC3G blk: 0%; TrxR1 substrate: 4%[57.1 µM]; mIDH1 inhibitor: 4%; RGS4 inh: -8%; TrxR1 inh: 1%[57.1 µM]; GRP78 ERSR act: -5%; USP1-UAF1 inh: -7%; LDHA inh: 4

# Other compounds
SMILES,Vif-APOBEC3F blk,Vif-APOBEC3G blk,TrxR1 substrate,mIDH1 inhibitor,RGS4 inh,TrxR1 inh,GRP78 ERSR act,USP1-UAF1 inh,LDHA inh
O=C(Nc1ccccc1C(F)(F)F)c1c(F)cccc1Cl,1%,1%,7%,-1%,25%[11.4 µM],35%[activator],5%,-4%,-8
CCOC(=O)C1=C(NC(=O)c2ccc(Br)o2)Nc2ccccc2N=C1,-3%,-5%,1%,-2%,48%,1%,-1%,-26%,-5
COc1cc(NC(=O)c2cccc(Cl)c2)ccc1NC(=O)c1cccs1,5%,0%,-6%[57.1 µM],11%,-6%,17%[57.1 µM],-1%,-19%,-3
CN(C(=O)COC(=O)c1cc(-c2ccccc2Cl)nc2ccccc12)C1CCS(=O)(=O)C1 (stereo not given),-4%,-7%,-10%,1%,21%,-14%,0%,0%,-2
C#CCOCCOCCOCCNc1nc(N2CCN(C(=O)[C@H](CCC(=O)O)n3cc([C@@H](N)CCCCN)nn3)CC2)nc(N2CCN(C(=O)[C@H](CCCCN)n3cc([C@@H](N)CC(N)=O)nn3)CC2)n1,-1%,4%,7%,-6%,-27%,-8%,-2%,-17%,0
CCCOc1ccc(C2c3c(oc4cc(C)c(C)cc4c3=O)C(=O)N2CCCN2CCOCC2)cc1 (stereo not given),-14%,-1%,-3%[57.1 µM],14%,-16%,-6%[57.1 µM],-5%,-19%,0
CCOC(=O)C1CCN(C/C=C/c2ccccc2OC)CC1,0%,1%,2%,4%,15%,14%,-6%,-8%,-12
CC(C)c1ccc(S(=O)(=O)N2CCN(C(=O)C3CCN(C(=O)c4ccc(F)cc4)CC3)CC2)cc1,-6%,0%,0%,3%,?,4%,-5%,-5%,0
Cn1c(SCC(=O)NC2CC2)nnc1-c1ccccc1Cl,15%,-1%,-2%,4%,?,3%,-5%,-3%,-5
CCCCCn1c(=O)c2ccccc2n2c(CCl)nnc12,10%,-15%,-3%[57.1 µM],5%,-8%,?,-13%,-6%,1
O=C(CSc1ccc2ccccc2c1)Nc1ccncc1,0%,2%,8%,-1%,-17%,25%,-1%,-17%,4
CC(=O)Nc1ccc(S(=O)(=O)N2CCSCC2)cc1,-4%,0%,7%,7%,26%,18%,3%,-1%,-6
O=C(N/N=C\c1cccnc1)c1ccc(Cl)cc1Cl,-12%,-6%,15%,-8%,8%,33%[activator],11%,-30%,0
CCc1ccccc1NC(=S)N(CCN(C)C)C(C)c1cccnc1 (stereo not given),-5%,1%,5%[57.1 µM],-3%,3%,3%[57.1 µM],-3%,-6%,-11
CC(C)c1ccccc1OCCNC(=S)NC(=O)c1cccnc1,-30%,-11%,-6%[57.1 µM],16%,-16%,26%[57.1 µM],-6%,-19%,-1
COc1ccc(CNCC2COc3ccccc3O2)cc1 (stereo not given),-3%,0%,-1%,8%,-12%,-10%,0%,-21%,-13
Cc1ccc(NC(=O)c2ccc(C)c(S(=O)(=O)N3CCOCC3)c2)nc1,1%,-3%,-4%,0%,6%,-8%,5%,-8%,-5
Cc1c(Cl)cccc1NC(=O)CSc1cc(-c2ccccc2)ncn1,-1%,-4%,4%,15%,-7%,7%,-3%,0%,1
O=C(Nc1cccnc1)c1ccccc1Cl,-4%,0%,-1%[57.1 µM],8%,21%,7%[57.1 µM],-4%,-6%,-5
COc1ccc(CNC(=O)CCn2c(=O)oc3ccccc32)cc1,8%,0%,8%[57.1 µM],8%,-38%,15%[57.1 µM],1%,-12%,-1
CCN1C(C(=O)c2ccccc2)=C(OC(=O)C(C)C)c2ccccc2S1(=O)=O,-18%,-6%,-4%,14%,-20%,15%,1%,?,9
CCOc1ccc(-c2nc(C#N)c(NCCCOC)o2)cc1,-3%,-5%,65%[activator][57.1 µM],0%,-31%,20%[57.1 µM],2%,10%,3
COc1cc(/C=C2\SC(=S)N(CCC(=O)Nc3ccc(O)cc3)C2=O)cc(OC)c1OC,-3%,-9%,-8%,-12%,-23%[56.9 µM],17%,-11%,-10%,-1
CC1(C)Cc2c(sc3c2C2=NCCN2C=N3)CO1,-9%,4%,7%,1%,-41%,2%,-1%,-23%,5
O=C(O)c1cnnc2ccccc12,-2%,0%,-6%,4%,-4%,0%,1%,-7%,-1
O=C(c1cc(Cl)nc2ccccc12)N1CCN(S(=O)(=O)c2cccc(F)c2)CC1,-7%,1%,-1%,1%,6%,10%,0%,-3%,-12
C/C(=N\OC(=O)NC1CCCCC1)c1sc(-c2ccccc2)nc1C,-9%,2%,-1%,5%,-29%,3%,2%,-14%,0
Cc1cn2c(N)c(C=C3C=C(Cl)C(=O)C(Cl)=C3)c(=O)nc2s1,10µM*,-11%,-8%[57.1 µM],13%,-10%,-4%[57.1 µM],-2%,?,-4
O=C(Cn1nc(-c2ccc(F)cc2)ccc1=O)Nc1ccc2c(c1)OCCO2,-2%,0%,8%[0.0914 µM],-4%,-8%,5%[57.1 µM],0%,-10%,-13
CCCc1cc(=O)[nH]c(SCc2ccc(Cl)cc2)n1,-11%,4%,-4%,8%,-15%,9%,-1%,-21%,0
Cc1noc(C)c1S(=O)(=O)N1Cc2ccccc2CC1C(=O)N(C)C (stereo not given),-2%,1%,-10%,-7%,9%,5%,-3%,-14%,0
COc1ccc(-c2csc(N(CCCN3CCOCC3)C(=O)CCl)n2)cc1,6%,0%,4%,-6%,-25%,37%[activator],-6%,-16%,0

# Bioassay records from PubChem BioAssay.

# Only part of the results is shown; the hit share may differ from the screen's.
